PME-1 primary: blocks human protein phosphatase methylesterase 1; Q9Y570; recombinant PME-1, FP-Rh probe fluorescence polarization; inhibition, % at 5.9 µM; hit rate 0.53% among 320,000;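 active means inhibition above the campaign mean of all compounds plus 3 SD, cut at about 26% in these data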;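 further: competitive labeling of PME-1 active site by serine hydrolase directed probe; 0% = PME-1 with DMSO and 100% = wells lacking PME-1 enzyme; inhibitors block probe labeling so polarization falls and inhibition rises; many of its hits are not listed in these tables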
PAD4 inh: inhibitors of human PAD4 | Q9UM07 | recombinant PAD4, RCA probe fluorescence polarization | inhibition, % at 6.36 µM | hit rate 0.41% among 330,000;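 active means percent inhibition above a cutoff equal to the mean of all tested compounds plus 3 SD, cut at about 15% in these data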;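 further: 0% = PAD4 with RCA probe and DMSO and 100% = probe without PAD4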
Target sequence (Q9UM07 whole entry, looked up): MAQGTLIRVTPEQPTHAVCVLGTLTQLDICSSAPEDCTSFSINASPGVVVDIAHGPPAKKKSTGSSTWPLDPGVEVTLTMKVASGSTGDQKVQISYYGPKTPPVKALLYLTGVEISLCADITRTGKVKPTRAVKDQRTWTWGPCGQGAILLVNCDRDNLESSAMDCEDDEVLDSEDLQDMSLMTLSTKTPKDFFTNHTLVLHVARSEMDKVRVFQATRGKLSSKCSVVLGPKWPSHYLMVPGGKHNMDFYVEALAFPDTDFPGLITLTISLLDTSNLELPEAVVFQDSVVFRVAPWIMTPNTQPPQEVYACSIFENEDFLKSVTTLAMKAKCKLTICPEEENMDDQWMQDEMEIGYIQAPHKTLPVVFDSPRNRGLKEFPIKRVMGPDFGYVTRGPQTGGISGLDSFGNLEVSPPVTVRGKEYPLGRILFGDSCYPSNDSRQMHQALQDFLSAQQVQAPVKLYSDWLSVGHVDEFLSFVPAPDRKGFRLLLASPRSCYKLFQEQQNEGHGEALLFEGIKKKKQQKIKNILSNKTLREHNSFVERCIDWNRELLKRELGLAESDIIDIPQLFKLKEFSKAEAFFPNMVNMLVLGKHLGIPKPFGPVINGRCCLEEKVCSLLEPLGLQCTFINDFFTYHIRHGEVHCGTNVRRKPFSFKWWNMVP
GSTO1 inh: blocks human GSTO1 in RBBP9 counter-screen; P78417; recombinant GSTO1, activity-based probe fluorescence polarization; inhibition, % at 5.96 µM; hit rate 1.1% among 300,000;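 active means inhibition above the campaign mean inhibition plus 3 SD, cut at about 35% in these data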;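 further: 0% = GSTO1-1 with DMSO and 100% = wells lacking GSTO1-1 enzyme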
Target sequence (P78417 whole entry, looked up): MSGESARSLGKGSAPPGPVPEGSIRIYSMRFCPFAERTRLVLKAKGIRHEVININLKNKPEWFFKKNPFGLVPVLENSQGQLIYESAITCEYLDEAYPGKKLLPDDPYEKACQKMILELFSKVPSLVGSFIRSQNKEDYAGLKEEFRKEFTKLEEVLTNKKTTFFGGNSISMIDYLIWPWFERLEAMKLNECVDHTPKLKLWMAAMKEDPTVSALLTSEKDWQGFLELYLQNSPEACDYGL
LYPLA1 counter: LYPLA1 (human) inhibition in PME1 counter-screen | O75608 | recombinant LYPLA1, FP-Rh probe fluorescence polarization | inhibition, % at 5.9 µM | hit rate 0.16% among 320,000;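 active means inhibition above the mean of all tested compounds plus 3 SD, set per campaign, cut at about 14% in these data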;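 further: inhibitors block serine hydrolase probe labeling of LYPLA1 so polarization falls; 0% = enzyme with DMSO and 100% = wells lacking LYPLA1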
LYPLA2 inh: blocks human lysophospholipase 2, a PME1 counter-screen | hit rate 0.38% among 320,000 | recombinant LYPLA2, FP-Rh probe fluorescence polarization | inhibition, % at 5.9 µM | O95372;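 active means inhibition above the screen-wide mean plus 3 SD, limit set per campaign, cut at about 26% in these data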;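 further: 0% = LYPLA2 with DMSO and 100% = wells lacking LYPLA2 enzyme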
PAFAH1B3 inh: inhibitors of human PAFAH1B3. recombinant PAFAH1B3, FP-rhodamine probe, fluorescence polarization. inhibition, % at 3.39 µM. hit rate 0.28% among 340,000. AID 492972;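 active means inhibition above the screen-wide average of all tested compounds plus 3 SD, cut at about 25% in these data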;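 further: 0% = enzyme with DMSO only and 100% = wells lacking PAFAH1B3 protein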
PREPL inh: inhibitors of human prolyl oligopeptidase-like enzyme PREPL | AID 2751 | hit rate 0.68% among 320,000 | Q4J6C6 | inhibition, % at 5.96 µM | recombinant PREPL, fluorescence polarization activity-based probe; in the data active means inhibition above about 43%;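 further: 0% = enzyme with DMSO and 100% = wells lacking enzyme; many of its hits are not listed in these tables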
PAFAH1B2 FP inh: PAFAH1B2 (human) inhibition; P68402; recombinant PAFAH1B2, FP-rhodamine activity probe, fluorescence polarization; inhibition, % at 3.39 µM; hit rate 1.2% among 340,000;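 active means inhibition above the mean of all tested compounds plus 3 SD, cut at about 24% in these data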;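 further: 0% = enzyme with DMSO and 100% = wells lacking PAFAH1B2; many of its hits are not listed in these tables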
pPAFAH inh: inhibitors of human plasma PAF acetylhydrolase (pPAFAH). Q13093. recombinant pPAFAH, FP-rhodamine probe fluorescence polarization. inhibition, % at 3.39 µM. hit rate 1.5% among 330,000;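 active means inhibition above the mean inhibition across the screen plus 3 SD, cut at about 25% in these data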;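 further: inhibitors block binding of the rhodamine activity-based probe so polarization drops; 0% = enzyme with DMSO and 100% = wells lacking pPAFAH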
Active calls of the source: *; . = no result given. Not all compounds are listed. The share of hits here may be higher or lower than overall.

SMILES	PME-1 primary	PAD4 inh	GSTO1 inh	LYPLA1 counter	LYPLA2 inh	PAFAH1B3 inh	PREPL inh	PAFAH1B2 FP inh	pPAFAH inh
COCc1c(C(=O)NC(C)c2ccc(S(N)(=O)=O)cc2)oc2ccccc12 (stereo unspecified)	-3	-1	3	-4	-3	3	-16	-1	5
Cc1cccc(C=Nc2ccccc2C(N)=O)c1	-2	-3	3	-5	-3	3	-4	6	0
COc1ccc(/C=C/C(=O)OCC(=O)NCc2ccccc2)cc1OC	1	1	.	-2	-37	7	2	4	3
COc1ccc(Cc2n[nH]c(=O)c3ccccc23)cc1OC	9	4	2	-6	2	2	4	10	2
O=C(CSc1nc2ccccc2c(=O)[nH]1)Nc1cccc([N+](=O)[O-])c1	3	-2	-1	4	8	-3	-4	4	4
Cc1c(C(=O)N/N=C/c2ccc(-c3ccccc3[N+](=O)[O-])o2)sc(N)c1C#N	12	-16	17	-11	-1	12	7	-9	11
Cc1c(Cl)cccc1NC(=O)Nc1ccc(C(N)=O)cc1	-4	0	-6	-2	-1	-7	2	-2	3
C=CCc1ccccc1OCC(O)CN1CCN(c2ccccc2F)CC1 (stereo unspecified)	-4	-1	-3	-1	-7	-2	8	-3	1
CCCS/C(N)=N/N=C/c1cc(C)ccc1O	0	-2	-1	-3	0	14	-13	2	2
CCC(C)[C@H](NC(=O)C1CC(=O)N(c2ccc3c(c2)OCO3)C1)C(=O)NC1CCCCC1 (stereo partly specified)	-9	-3	6	-1	-2	0	2	-3	-4
CN(Cc1ccccc1)C(=O)COc1cc(Cl)ccc1Cl	0	-2	4	-2	-1	0	-9	6	6
CS(=O)(=O)N(CC(=O)NCc1ccccc1Cl)c1cccc([N+](=O)[O-])c1	0	-1	2	1	-4	3	-3	5	4
CCOC(=O)C1(Cc2ccccc2C(F)(F)F)CCN(C(C)COC)CC1 (stereo unspecified)	-1	-4	9	1	8	10	0	-3	1
O=c1[nH]c2ccccc2nc1-c1ccccc1	-4	0	8	-2	-2	1	-4	8	-7
COc1ccccc1-c1sc2ccccc2c1-c1ccc(Br)nc1	-10	-1	.	-5	-4	0	11	0	2
Brc1cccc(C2CC(c3ccccc3)n3nnnc3N2)c1 (stereo unspecified)	-3	5	-2	2	3	7	-56	2	4
C/C(=N\N=C(/C)c1cccc(N)c1)c1cccc(N)c1	8	1	5	0	6	.	8	.	3
COc1ccc(NS(=O)(=O)c2cccc(NC(=O)c3cnccn3)c2)cc1Br	-10	0	-8	-5	-7	.	-4	.	-1
CCn1c(CSc2nc3ccccc3s2)nnc1SCC(N)=O	4	-7	0	2	0	5	12	3	1
O=[N+]([O-])c1ccc(S(=O)(=O)N2CCN(C3CCN(Cc4ccccc4)CC3)CC2)cc1	2	-1	5	-4	-5	8	9	5	3
CCN1C(=O)/C(=C\c2nc3ccccc3c(=O)n2-c2ccccc2)c2ccccc21	-2	5	2	-2	4	3	-1	3	9
C=CCNC(=O)c1ccc(-c2nc(-c3ccc(Cl)cc3Cl)cs2)cc1	-12	-12	10	-4	-3	0	-12	-4	-6
COc1ccc(C(=O)C2CCCN(C(=O)Cn3nc(C)cc3C)C2)cc1F (stereo unspecified)	-6	-3	9	7	10	7	0	0	3
CSCC(=O)NC1CCCN(C2Cc3ccccc3C2)C1 (stereo unspecified)	2	-1	2	0	2	-4	2	4	2
CCOC(=O)C1CCCN1C(=O)c1ccc(OC)c(Br)c1 (stereo unspecified)	4	4	-5	5	5	10	20	5	5
O=C(Nc1cccc(-c2nc3ccccc3s2)c1)c1cccs1	-54	0	-22	-36	-53	-44	-23	-17	-27
CC(C)c1onc(C(=O)N2CCN(C(c3ccccc3)c3ccccc3)CC2)c1[N+](=O)[O-]	-13	4	3	-3	-7	5	-1	-9	-9
CCCCCNC(=O)c1c[nH]c2ccc(S(=O)(=O)N3CCC4(CC3)OCCO4)cc2c1=O	-4	1	-20	-1	-5	-6	2	3	-2
COc1ccc(NC(C)=O)cc1C#N	4	-3	3	0	9	0	3	3	3
CC(=O)N1CCCN(Cc2nc(C3(c4ccc(C)cc4)CCCC3)no2)CC1	3	1	3	1	2	2	-7	3	3
O=C(Nc1ccnn1C1CCN(Cc2cccnc2)CC1)c1ccccc1Cl	2	-3	2	1	4	-1	4	-1	-1
O=C(N/C(=N\O)c1ccccc1)Nc1ccc(Cl)cc1	1	5	0	1	-2	5	10	2	6
COc1ccc(OC2CCN(S(=O)(=O)c3ccc(OC)cc3)CC2)cc1	1	1	12	-4	-6	6	-25	0	-3
CN(C)Cc1c(C(=O)N/N=C/c2ccco2)nnn1-c1nonc1N	1	2	-4	1	0	6	5	8	3
CCCCn1c(N)c(N(CCOC)C(=O)CCS(=O)(=O)c2ccc(Cl)cc2)c(=O)[nH]c1=O	-10	-6	-1	-1	2	4	7	0	-1
Clc1ccc(CSc2nc3ccncc3[nH]2)cc1	1	4	-2	-3	-3	-2	5	13	5
CCOC(=O)Cc1csc(NC(=O)C(C)c2ccc([N+](=O)[O-])cc2)n1 (stereo unspecified)	3	-1	6	0	3	13	3	6	-1
CCCCn1c(N)c(N(CCOC)C(=O)c2ccc3c(c2)C(=O)N(c2ccccc2C)C3=O)c(=O)[nH]c1=O	-8	-2	0	0	-2	1	8	3	7
O=C(CN1CCCCCC1)Nc1ccc(S(=O)(=O)N2CCOCC2)cc1	-5	-1	-5	6	9	5	11	0	2
C=CCc1c(O)c(CC)cc2c(C)cc(=O)oc12	0	1	-8	1	-2	-1	-8	5	2
COc1ccc(CC(=O)Oc2ccc(C)cc2Br)cc1S(=O)(=O)N1CCOCC1	-5	0	8	1	9	5	38	1	-3
COc1ccccc1N1CCN(C(=O)c2cccc(S(=O)(=O)N3CCCCCC3)c2)CC1	0	1	.	-1	-1	5	7	-1	4
Cc1cc2cc(C)c3nnc(SCC(=O)N4CCN(C(=O)c5ccco5)CC4)n3c2cc1C	-1	11	-5	0	1	4	3	6	1
O=C(CN1C(=O)S/C(=C\c2cccs2)C1=O)Nc1ccc(C(=O)O)c(O)c1	-3	7	12	-6	-5	14	-3	1	-2
Cc1nnc(NC2=NCCC2)s1	-8	6	5	4	-4	0	-6	1	-3
Clc1ccc(Oc2cccc(/C=N/n3cnnc3)c2)cc1	3	7	13	9	37*	6	18	14	12
Cc1cc2oc(=O)ccc2cc1[N+](=O)[O-]	5	4	6	0	-8	7	3	0	3
O=C(Nc1ccc(Cl)cn1)C1CCN(c2ncnc3c2nc2n3CCCCC2)CC1	12	-8	-16	0	4	2	7	5	0
CC(/C=C/c1ccc(N(C)C)cc1)=N\N=C1\NC(=O)CC(C(=O)Nc2ccccc2)S1 (stereo unspecified)	6	0	10	-1	5	4	22	6	18
O=C(N/N=C/c1ccc(Cl)cc1Cl)c1cccc(F)c1	-6	2	-6	-7	-6	-7	-3	4	2

A different layout for part of the listing above.
Cc1cc2cc(C)c3nnc(SCC(=O)N4CCN(C(=O)c5ccco5)CC4)n3c2cc1C
  PME-1 primary = -1
  PAD4 inh = 11
  GSTO1 inh = -5
  LYPLA1 counter = 0
  LYPLA2 inh = 1
  PAFAH1B3 inh = 4
  PREPL inh = 3
  PAFAH1B2 FP inh = 6
  pPAFAH inh = 1

O=C(CN1C(=O)S/C(=C\c2cccs2)C1=O)Nc1ccc(C(=O)O)c(O)c1
  PME-1 primary = -3
  PAD4 inh = 7
  GSTO1 inh = 12
  LYPLA1 counter = -6
  LYPLA2 inh = -5
  PAFAH1B3 inh = 14
  PREPL inh = -3
  PAFAH1B2 FP inh = 1
  pPAFAH inh = -2

Next section
SMILES	PME-1 primary	PAD4 inh	GSTO1 inh	LYPLA1 counter	LYPLA2 inh	PAFAH1B3 inh	PREPL inh	PAFAH1B2 FP inh	pPAFAH inh
COc1cccc(/C=N/NC(=O)CCc2c(C)n[nH]c2C)c1O	-4	-4	-11	-1	0	2	-6	7	2
O=C(N/N=C/c1cccc(O)c1)c1ccc(COc2cccc3cccnc23)cc1	-26	-9	-13	-14	-26	-19	3	-15	-5
O=C(N/N=C/c1ccco1)c1cc(C2CC2)[nH]n1	-4	1	1	4	-2	5	7	4	1
O=C(Nc1ccnn1C1CCN(C(=O)Cc2cccc(Cl)c2)CC1)C1CC1	0	-3	-1	-4	-8	-9	-2	2	0
CCOc1ccc(NC(=O)CSc2nnc(-c3ccco3)n2C)cc1	-5	-8	0	0	0	2	-11	-1	3
CSc1cccc(N2C(=O)C3CCCN3C2=S)c1 (stereo unspecified)	-6	-1	8	-1	-2	12	-10	1	4
O=C(Cc1cccs1)NC(Cc1c[nH]c2ccccc12)C(=O)O (stereo unspecified)	-4	3	5	6	5	5	13	4	3
COc1ccc(S(=O)(=O)N2CCOCC2)cc1NC(=O)CC(C)c1ccccc1 (stereo unspecified)	.	-9	.	.	.	3	5	9	2
COCCN(CCNC(=O)c1ccc(NC2=NC3CS(=O)(=O)CC3S2)cc1)Cc1ccco1 (stereo unspecified)	-7	1	1	3	0	1	-7	-1	7
COc1ccccc1C(=O)NC(CCSC)C(=O)NCCCn1nc(C)cc1C (stereo unspecified)	0	-2	4	1	0	-2	1	2	5
Cn1c(CC(=O)NNC(=O)c2ccccc2[N+](=O)[O-])nc2ccccc21	2	-1	.	4	2	8	0	-1	1
CC(OC(=O)c1cc2ccccc2o1)C(=O)Nc1ccc(N2CCOCC2)cc1 (stereo unspecified)	4	1	.	1	0	-5	8	0	-1
Cc1ccc(CN2CCC(CNC(=O)c3ccc(NC(=O)C4=CSCCO4)cc3)CC2)cc1	2	-3	4	0	1	0	-5	10	-2
CCOC(=O)C1CCCN(C(=O)CNC(=O)c2nn(-c3ccc(OC)c(Cl)c3)c(=O)c3ccccc23)C1 (stereo unspecified)	-2	3	2	-3	13	-3	0	1	2
COCCCNC(=O)/C(C#N)=C/c1c(N2CCN(c3ccccc3)CC2)nc2ccccn2c1=O	3	-2	6	0	4	10	17	3	3
COc1ccc2nc(NC(=O)Nc3cccc4ccccc34)sc2c1	-2	2	-4	-6	-6	2	8	1	-5
COCCSc1nc2c(c(=O)[nH]c(=O)n2C)n1Cc1cccc(C)c1	5	1	8	0	5	9	10	0	2
Cc1ccc(OCC(=O)Nc2ccc3c(c2)C(=O)N(CCC(=O)O)C3=O)cc1	1	-1	2	2	2	5	4	-1	1
CCOC(=O)c1c(C)n(-c2ccc(OC)cc2)c2ccc(O)c(CN(C)C)c12	1	0	5	-1	4	4	27	3	2
Cc1ccc(COc2ccc(Br)cc2/C=N/O)cc1	-15	-2	-20	-9	-21	-8	-8	-6	21
Cc1cc(-n2c(C)cc(C(=O)CN3C(=O)NC4(CCCCC4C)C3=O)c2C)no1 (stereo unspecified)	-3	-2	1	-2	-2	6	2	1	7
Cc1cccc(-n2nnnc2SCn2nnc3ccccc3c2=O)c1	-7	0	-3	2	1	-2	1	0	0
CCCN1C(=O)/C(=C/c2ccc(C)s2)NC1=S	-2	5	5	-2	-7	-6	-1	3	1
Cc1c(S(=O)(=O)Nc2ccc3c(c2)OCCO3)cnn1C	-3	0	-3	0	-5	0	1	-1	7
COc1ccccc1/C=N/NS(=O)(=O)c1ccccc1	8	-2	3	1	3	7	1	-2	-4
C=CCN1C(=O)CSc2ccc(C(=O)NC3CCCCC3)cc21	3	-3	-1	2	4	4	10	-3	8
CCOc1ccc(Cl)cc1/C=C1/C(=O)ON=C1C	-4	5	-3	-1	4	0	2	4	2
CC(C)(C)c1ccc(S(=O)(=O)N2CCN(CCC#N)CC2)cc1	-2	-2	2	2	2	-4	-3	3	1
CCN(CC)CCNC(=O)c1cn(CC)c2ccc(S(=O)(=O)N(C)C3CCCCC3)cc2c1=O	22	-3	-2	-2	3	1	7	7	1
